NRP1-CendR mod – modulators of CendR peptide binding to NRP-1, primary screen, biochemical, fluorescence polarization, uHTS | Neuropilin-1 (Homo sapiens), O14786 | FAM-RPARPAR peptide binding to NRP-1 | inhibition, % at 25 µM | actives 0.85% (n = 360,000) | AID 602438, 2012;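 active = inhibition or corrected inhibition above about 18%, plus a signal ratio from 0.5 to 1.5, limit read from the data, passing the limit was not always enough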; note: strong numbers were not always called active
MT1-MMP act inh – blockers of MT1-MMP proenzyme processing, primary screen, HT1080 RFP-PRO-GFP cells, GFP/RFP fluorescence; actives 0.061% (n = 360,000); Matrix metalloproteinase-14 (Homo sapiens), P50281; GFP/RFP ratio change, % at 20 µM; GFP/RFP ratio fluorescence, overnight; percent of plate control window, DMSO zero;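 active = GFP/RFP ratio change of at least 30% with cell ATP level not reduced by more than half and red fluorescence within 50% of control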; note: strong numbers were not always called active
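Test system: HT1080 cells expressing an RFP-PRO-GFP fluorescent reporter construct / Compound dosing: single-point 20 µM compound, 1% DMSO / Schedule: cells overnight before dosing, compound overnight, 37 °C, 5% CO2 / Evaluation: GFP/RFP fluorescence ratio / Control set: DMSO and RFP-L50D-GFP cell wells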
MsrA inh – bovine MsrA enzyme inhibitors, primary screen, biochemical, absorbance, HTS; purified bovine MsrA, absorbance read-out; inhibition, % at 15.5 µM; actives 0.75% (n = 360,000); AID 651718, 2012; in the data active = inhibition above about 4.5%;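 note: 0% = vehicle wells with enzyme and 100% = reference inhibitor wells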
bovine MsrA act – bovine MsrA enzyme activators, primary screen, biochemical, absorbance, HTS | activation, % at 10.6 µM | AID 602163, 2012 | purified bovine MsrA, absorbance read-out | actives 0.3% (n = 360,000) | Methionine sulfoxide reductase A (Bos taurus); in the data active = activation above about 7.5%;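 note: 0% = vehicle and 100% = reference activator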
TbMetRS inhib – T. brucei MetRS inhibitors, primary screen, biochemical, luminescence; AID 624268, 2012; inhibition, % at 11.9 µM; actives 0.4% (n = 360,000); purified T. brucei MetRS, ATP depletion, Kinase-Glo luminescence;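 active = inhibition above a per-plate cutoff of the control wells' mean inhibition plus 3 SD, cut at about 5.5% in these data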;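 note: 0% = DMSO wells median and 100% = median of wells with control inhibitor compound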
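System: purified T. brucei MetRS enzyme / Detection: Kinase-Glo luciferase luminescence reporting remaining unconsumed ATP / Medium: HEPES buffer with MgCl2, KCl, DTT, spermine, BSA, pyrophosphatase / Replication: singlicate, one well per compound / Evaluation: percent inhibition relative to median high and low control wells / Schedule: 2 h aminoacylation at 25 °C after 15 min preincubation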
MLLE-PAM2 inh – inhibitors of PABP1 MLLE–PAM2 peptide binding, primary screen, biochemical, fluorescence polarization, FITC-PAM2, GST-MLLE | Polyadenylate-binding protein 1 (Homo sapiens), P11940 | inhibition, % at 20 µM | actives 0.36% (n = 360,000) | AID 588489, 2011; in the data active = inhibition above about 35%, passing the limit was not always enough;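 note: plate controls were DMSO wells with GST-MLLE for no effect and wells lacking GST-MLLE protein for full effect; some results filed as inactive read as strong as hits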
E coli Lon inh – inhibitors of E. coli Lon protease, primary screen, biochemical, fluorescence polarization | P0A9M0 | purified E. coli Lon protease | inhibition, % at 7.94 µM | actives 0.42% (n = 360,000) | AID 602123, 2011; in the data active = inhibition above about 13%, passing the limit was not always enough;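 note: 0% = enzyme with probe and DMSO and 100% = no enzyme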
SKN-1 inh – suppressors of acrylamide-induced Pgst-4::GFP reporter in worms, primary screen, SKN-1 inhibitor project, whole organism, uHTS, GFP/RFP fluorescence ratio, strain VP596; inhibition, % at 21.8 µM; AID 624304, 2012; actives 0.49% (n = 360,000); C. elegans VP596 Pgst-4::GFP/RFP ratio, 24 h;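 active = interference check ratio from 0.5 to 1.5 plus GFP to RFP signal ratio inhibition reaching or exceeding a fixed threshold, cut at about 30% in these data, passing the limit was not always enough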; note: some compounds called inactive have numbers as strong as hits
FAS TE block – FAS thioesterase domain inhibitors, primary screen, biochemical, fluorescence intensity, uHTS. Fatty acid synthase (Homo sapiens), P49327. recombinant FAS-TE, OMFH fluorogenic substrate, fluorescence endpoint. inhibition, % at 15 µM. actives 0.67% (n = 360,000). AID 602261, 2012;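 active = compounds whose normalised, plate-corrected inhibition of enzyme fluorescence in the single-dose primary screen is 50% or more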;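 note: 0% = DMSO with enzyme and 100% = substrate without enzyme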
Target sequence (P49327 whole entry, looked up, the tested form may be a part): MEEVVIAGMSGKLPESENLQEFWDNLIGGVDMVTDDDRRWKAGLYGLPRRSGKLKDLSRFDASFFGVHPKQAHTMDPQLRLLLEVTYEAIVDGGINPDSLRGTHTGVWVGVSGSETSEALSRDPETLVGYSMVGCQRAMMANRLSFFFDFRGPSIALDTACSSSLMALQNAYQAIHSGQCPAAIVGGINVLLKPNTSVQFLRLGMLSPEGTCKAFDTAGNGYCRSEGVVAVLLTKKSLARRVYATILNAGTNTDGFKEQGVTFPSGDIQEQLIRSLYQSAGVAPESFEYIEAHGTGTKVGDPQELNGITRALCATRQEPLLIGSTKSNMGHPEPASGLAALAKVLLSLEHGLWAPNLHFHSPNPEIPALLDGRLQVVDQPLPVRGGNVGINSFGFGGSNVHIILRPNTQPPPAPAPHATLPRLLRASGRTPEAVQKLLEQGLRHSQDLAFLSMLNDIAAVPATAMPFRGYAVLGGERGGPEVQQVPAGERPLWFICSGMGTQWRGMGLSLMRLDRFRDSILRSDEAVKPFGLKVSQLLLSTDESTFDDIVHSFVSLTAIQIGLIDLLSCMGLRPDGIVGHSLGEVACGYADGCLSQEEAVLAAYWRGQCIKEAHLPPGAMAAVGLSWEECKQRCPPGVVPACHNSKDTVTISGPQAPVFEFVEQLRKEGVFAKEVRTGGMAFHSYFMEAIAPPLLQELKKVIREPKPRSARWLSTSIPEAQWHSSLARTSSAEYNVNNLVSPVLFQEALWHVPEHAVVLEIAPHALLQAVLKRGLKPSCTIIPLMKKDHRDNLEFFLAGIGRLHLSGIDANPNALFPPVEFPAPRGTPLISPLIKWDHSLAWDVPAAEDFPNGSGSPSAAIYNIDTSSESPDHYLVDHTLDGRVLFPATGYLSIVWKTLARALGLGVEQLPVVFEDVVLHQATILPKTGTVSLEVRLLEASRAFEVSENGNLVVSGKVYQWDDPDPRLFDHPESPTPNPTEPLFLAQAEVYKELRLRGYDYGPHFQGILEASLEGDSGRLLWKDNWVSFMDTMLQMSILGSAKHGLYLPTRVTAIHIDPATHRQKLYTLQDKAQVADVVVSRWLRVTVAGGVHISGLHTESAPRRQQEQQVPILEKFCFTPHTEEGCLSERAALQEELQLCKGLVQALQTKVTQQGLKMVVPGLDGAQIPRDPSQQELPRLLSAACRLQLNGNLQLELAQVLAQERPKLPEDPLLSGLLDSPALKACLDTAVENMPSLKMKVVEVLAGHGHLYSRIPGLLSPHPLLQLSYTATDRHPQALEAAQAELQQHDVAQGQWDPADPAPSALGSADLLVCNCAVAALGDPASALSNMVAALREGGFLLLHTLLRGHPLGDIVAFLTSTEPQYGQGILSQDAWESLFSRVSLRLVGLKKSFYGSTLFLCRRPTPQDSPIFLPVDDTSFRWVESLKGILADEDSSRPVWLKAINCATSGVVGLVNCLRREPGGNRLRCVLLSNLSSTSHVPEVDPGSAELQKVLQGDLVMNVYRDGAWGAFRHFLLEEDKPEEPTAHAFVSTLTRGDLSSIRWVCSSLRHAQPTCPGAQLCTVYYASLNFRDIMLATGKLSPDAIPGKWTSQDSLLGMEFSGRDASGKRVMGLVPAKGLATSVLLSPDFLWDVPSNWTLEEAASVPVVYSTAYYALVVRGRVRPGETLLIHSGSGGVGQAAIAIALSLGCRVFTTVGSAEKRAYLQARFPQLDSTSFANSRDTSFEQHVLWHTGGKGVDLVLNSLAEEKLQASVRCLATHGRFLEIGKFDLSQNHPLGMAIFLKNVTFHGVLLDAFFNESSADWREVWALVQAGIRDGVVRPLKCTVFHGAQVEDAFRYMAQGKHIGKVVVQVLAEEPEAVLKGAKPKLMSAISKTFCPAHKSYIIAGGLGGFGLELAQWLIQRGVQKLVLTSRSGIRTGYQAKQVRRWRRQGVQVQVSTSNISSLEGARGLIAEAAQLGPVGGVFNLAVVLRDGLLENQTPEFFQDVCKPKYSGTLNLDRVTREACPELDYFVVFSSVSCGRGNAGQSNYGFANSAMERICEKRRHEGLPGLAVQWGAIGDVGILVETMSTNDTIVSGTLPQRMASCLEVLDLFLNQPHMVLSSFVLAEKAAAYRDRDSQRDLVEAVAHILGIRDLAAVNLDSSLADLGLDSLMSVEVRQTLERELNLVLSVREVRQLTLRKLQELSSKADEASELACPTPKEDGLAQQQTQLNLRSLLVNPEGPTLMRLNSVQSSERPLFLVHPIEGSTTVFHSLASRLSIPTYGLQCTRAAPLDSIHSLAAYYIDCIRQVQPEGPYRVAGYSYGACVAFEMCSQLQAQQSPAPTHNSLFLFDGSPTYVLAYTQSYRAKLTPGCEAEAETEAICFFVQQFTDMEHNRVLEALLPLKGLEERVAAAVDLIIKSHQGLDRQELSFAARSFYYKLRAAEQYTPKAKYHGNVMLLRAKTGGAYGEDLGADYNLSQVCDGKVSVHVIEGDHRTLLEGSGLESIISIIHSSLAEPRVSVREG
* = called active by the depositor; / = no result given.

SMILES | NRP1-CendR mod | MT1-MMP act inh | MsrA inh | bovine MsrA act | TbMetRS inhib | MLLE-PAM2 inh | E coli Lon inh | SKN-1 inh | FAS TE block
NC(=O)Cc1ccc(C(=O)c2ccc(Cl)cc2)s1 | 0 | -2 | 1.2 | -1 | 1.5 | -9 | -9 | 8 | -3
CCN(Cc1cc(=O)[nH]c2ccccc12)C(=O)c1ccc(C)cc1 | 1 | 0 | 0.7 | -8 | -1.0 | 5 | 1 | -8 | -7
CC(C)c1ccc(S(=O)(=O)/N=C2\C=C(NS(=O)(=O)c3ccccc3)C(=O)c3ccccc32)cc1 | 31* | 2 | 1.5 | -1 | -0.2 | -6 | 1 | 14 | 5
Cc1ccc(-n2c(C3CC3c3ccc(Cl)cc3)n[nH]c2=S)cc1 (stereo not drawn) | 12 | 4 | -1.0 | 3 | -0.3 | -11 | -3 | 21 | 20
O=C(Nc1ccccc1Oc1cccnc1)C1CCCN(Cc2ccccc2O)C1 (stereo not drawn) | 9 | -1 | 0.9 | 0 | 0.0 | -8 | 0 | 10 | -11
O=C(COc1cccc2ccccc12)Nc1ccc(Cl)cc1C(=O)O | -6 | 0 | -0.7 | -2 | 0.1 | 29 | -5 | 9 | 12
COc1cc(C(=O)N2CCN(c3cccc(C)c3C)CC2)ccc1OCC(=O)N1CCOCC1 | 2 | -4 | -0.5 | 2 | -0.2 | -1 | 2 | 4 | -8
O=C(COC(=O)Cc1ccc(Cl)cc1)Nc1c(F)cccc1F | 2 | 2 | 0.2 | -1 | -0.1 | -3 | -7 | 8 | -5
O=C(Cc1cccs1)Nc1ccc2c(c1)C(=O)OC2 | -12 | 7 | 1.0 | -1 | -0.4 | -3 | 1 | 17 | -3
COCC1CCCN(C(=O)c2ccc3oc(C(C)C)nc3c2)C1 (stereo not drawn) | -5 | 1 | 0.3 | -3 | 0.3 | -16 | -13 | -1 | 0
Cc1ccnc(NC(=O)c2ccccc2[N+](=O)[O-])c1 | -3 | 1 | -0.6 | -2 | 0.3 | 18 | 11 | 25 | -5
COCC(C)n1c(C)cc(C(=O)COC(=O)c2n[nH]c3ccccc23)c1C (stereo not drawn) | -6 | -2 | 0.7 | -2 | -1.7 | 1 | -8 | 5 | -8
CCOC(=O)c1ccc(NC(=O)CSc2nc3c(c(=O)n2-c2ccccc2OC)SCC3)cc1 | 20 | -4 | -0.6 | -3 | 0.3 | 15 | -13 | 5 | 30
CC(=O)Nc1ccc(Nc2ncnc3c2cnn3-c2ccc(C)cc2C)cc1 | -3 | -6 | 1.6 | -12 | -1.6 | -7 | 2 | 3 | -6
COCC(=O)N(C)C[C@H]1N[C@@](C)(C(=O)OC)[C@H]2C(=O)N(C)C(=O)[C@@H]12 | 7 | -1 | -0.3 | -1 | -0.1 | 1 | -7 | -7 | -9
CCOc1ccc(-n2c(N)c(C(=O)N3CCN(C)CC3)sc2=S)cc1 | 5 | 0 | 2.1 | -2 | -0.3 | 8 | 0 | 11 | -14
COC(=O)c1cn(NC(=O)c2cc([N+](=O)[O-])ccc2F)c(=O)c2ccccc12 | 4 | 10 | 0.1 | -4 | -0.2 | 6 | 8 | -20 | 43
C/C(=N\Nc1ccc(Cl)nn1)c1ccccc1O | -4 | -5 | 2.6 | 1 | -0.2 | -5 | 15 | 11 | -7
CC1CCCCN1S(=O)(=O)c1ccc(C(=O)Nc2nnc(-c3ccncc3)o2)cc1 (stereo not drawn) | -7 | -5 | 1.5 | -8 | -0.7 | 7 | -11 | -3 | -5
CCOc1ccc(CCNC(=O)COC(=O)/C=C/c2cccc(OC)c2)cc1OCC | 0 | 4 | -1.7 | -6 | -0.4 | -22 | 1 | 21 | 2
CCNC(=O)N(CC)C[C@H]1N[C@@](Cc2ccccc2)(C(=O)OC)[C@H]2C(=O)N(Cc3ccccc3)C(=O)[C@@H]12 | 2 | -3 | -0.8 | 7 | -0.2 | 5 | -3 | 1 | -4
CCOC(=O)CC1CCCCN1C(=O)CCCn1nnnc1CN1CCOCC1 (stereo not drawn) | -2 | -1 | -0.3 | -7 | 0.1 | -10 | -4 | 0 | -8
COC(=O)c1cc(Br)ccc1N(Cc1cc(OC)cc(OC)c1)S(C)(=O)=O | 22 | 3 | -0.2 | 0 | 0.2 | 11 | 0 | 7 | 7
COC(=O)c1ccc(C)c(NC(=S)NCc2ccc(Cl)cc2)c1 | -6 | 0 | -0.3 | -1 | -0.1 | 5 | -1 | -6 | 9
CCOc1ccc(NC(=O)CN(C)C(=O)C2CC(=O)N(CCc3ccc(OC)c(OC)c3)C2)cc1OCC (stereo not drawn) | -3 | 0 | 0.0 | -4 | 0.0 | 3 | -8 | -21 | -4
COc1ccc(/C(O)=C2/C(=O)C(=O)N(CCCN3CCOCC3)C2c2ccc(C)cc2)cc1 (stereo not drawn) | 0 | 1 | 2.6 | -3 | -0.2 | -2 | 0 | 13 | -2
CC(C)(C)OC(=O)N1CCCC(C(=O)Nc2ccc(C(=O)N3CCCCC3)cc2)C1 (stereo not drawn) | 2 | 9 | -0.9 | -2 | -0.2 | 3 | -9 | 6 | -6
O=C(O)C1C2CCC(O2)C1C(=O)Nc1ccc(O)cc1 (stereo not drawn) | 5 | 3 | -0.4 | -3 | 0.6 | 1 | -11 | 2 | -10
CCN(CC)CCn1c2c(c(SCC(=O)Nc3ccccc3Cl)nc1=O)CCCC2 | 9 | -2 | -0.1 | -2 | -0.1 | 2 | 0 | -6 | -3
CCOC(=O)c1c(C)oc2cc(Br)c(O)c(Br)c12 | -3 | 4 | 0.6 | -1 | 0.3 | -15 | 1 | -6 | 2
CCn1cnc2c(Nc3cccc(Cl)c3)nc(C#N)nc21 | 12 | 3 | 0.6 | 3 | -0.4 | 4 | -2 | 22 | 4
COc1ccc(-n2nc(C(=O)NCC(=O)NCCCN3CCOCC3)c3ccccc3c2=O)cc1Cl | -14 | 1 | 0.6 | -1 | 0.3 | 6 | -13 | 10 | -2
CN(CCc1ccccc1)C(=O)c1ccc(NC(=O)Cc2ccc(NC(=O)C3CCN(C(=O)C4CCCC4)CC3)cc2)cc1 | 0 | -4 | 1.1 | -7 | -1.9 | -4 | -7 | -14 | -5
Cc1ccc(C(=O)CSc2nn3c(=O)c(C(C)(C)C)nnc3s2)cc1 | 2 | -39 | -0.5 | -2 | 0.3 | -12 | -6 | 14 | -8
CCOC(=O)C1=C(C)N(C)C(C)=C(C(=O)OCC)C1c1ccc(C(=O)OC)cc1 | 1 | 7 | 0.3 | -7 | -0.5 | 0 | -7 | 8 | 13
O=C(CCNC(=O)C1CCN(S(=O)(=O)c2ccc(F)cc2)CC1)NC1CC1 | -2 | -5 | -0.5 | -2 | 0.0 | 0 | 6 | 11 | -12
Cc1ccc(OCCn2cc(/C=C(\C#N)C(=O)NCC3CCCO3)c3ccccc32)cc1 (stereo not drawn) | 6 | -1 | 0.9 | -3 | -0.7 | -8 | 0 | 18 | 23
O=S(=O)(Nc1nccs1)c1ccc(NS(=O)(=O)c2c(F)cc(F)c(Cl)c2F)cc1 | -32 | 1 | -1.6 | -4 | 0.0 | 1 | 1 | 9 | -4
O=C(Nc1cccc2nsnc12)c1cccnc1 | -10 | 1 | 1.6 | -6 | -0.1 | -9 | -20 | 6 | -11
CC(C)(C)CNc1cc(N2CCCC2)ccc1[N+](=O)[O-] | -3 | -3 | / | -11 | -1.1 | 11 | 0 | -7 | 2
CCOc1ccc(S(=O)(=O)N2CCN(c3ncccn3)CC2)cc1 | 6 | 0 | -0.8 | -3 | -0.4 | -5 | 0 | -2 | 14
OC1(c2ccc(F)cc2)CN(c2ccccc2)C2=[N+]1CCS2 (stereo not drawn) | -8 | -1 | 0.0 | -4 | -0.6 | 33 | -6 | 1 | -5
COc1cccc(C2=Cc3ccc(F)cc3C(CC(C)=O)N2c2ccc(-c3cncnc3)cc2)c1 (stereo not drawn) | 5 | -5 | 0.2 | -2 | -0.6 | / | -1 | 8 | 14
O=C(C(=O)c1cccnc1)c1cccnc1 | 0 | 0 | -0.8 | -2 | 2.8 | 9 | -5 | -5 | -8
N/C(=N\OC(=O)c1cc([N+](=O)[O-])ccc1Cl)c1ccccn1 | 3 | 1 | -0.2 | -3 | 1.4 | -13 | 6 | 11 | 15
CCc1nnc(NC(=O)c2ccc(S(=O)(=O)N3CCOCC3)cc2)s1 | 6 | 1 | 0.1 | -1 | 0.6 | 8 | -9 | 3 | -9
CC(=O)C1=C(C)NC(SCC(N)=O)=C(C#N)C1C (stereo not drawn) | 10 | 2 | 0.9 | 2 | 0.0 | 19 | 6 | 0 | -6
Cc1ccc(C)n1-c1ccc(-n2cnnn2)cc1 | -15 | -8 | 1.4 | -12 | -0.4 | 5 | -3 | -10 | -8

Only E coli Lon inh, TbMetRS inhib and MLLE-PAM2 inh, for four of the compounds above:
SMILES | E coli Lon inh | TbMetRS inhib | MLLE-PAM2 inh
CC(C)(C)CNc1cc(N2CCCC2)ccc1[N+](=O)[O-] | 0 | -1.1 | 11
Cc1ccc(C)n1-c1ccc(-n2cnnn2)cc1 | -3 | -0.4 | 5
COc1cccc(C2=Cc3ccc(F)cc3C(CC(C)=O)N2c2ccc(-c3cncnc3)cc2)c1 (stereo not drawn) | -1 | -0.6 | /
CCc1nnc(NC(=O)c2ccc(S(=O)(=O)N3CCOCC3)cc2)s1 | -9 | 0.6 | 8

Later entries.
SMILES | NRP1-CendR mod | MT1-MMP act inh | MsrA inh | bovine MsrA act | TbMetRS inhib | MLLE-PAM2 inh | E coli Lon inh | SKN-1 inh | FAS TE block
CN1CCN(c2ncnc3scc(-c4ccccc4Cl)c23)CC1 | 4 | -30 | -1.3 | -12 | -0.9 | -4 | 2 | 2 | 0
Cc1ccc(C(=O)OCc2c(C)noc2C)cc1NC(=O)c1ccco1 | -12 | 3 | 1.8 | 0 | 0.2 | 4 | -5 | 5 | -4
CCOC(=O)C(C(=O)Nc1ccccc1C)C1CCCCC1 (stereo not drawn) | -4 | 0 | -0.6 | -2 | -1.3 | 13 | 14 | 7 | -6
O=C(COC(=O)c1ccc(Cl)c(S(=O)(=O)N2CCN(c3ccc(F)cc3)CC2)c1)Nc1cccc(Cl)c1 | 0 | -6 | -0.6 | 12* | -0.1 | -1 | -5 | -3 | 37
CC(=Nc1ccccc1)C1=C(O)C(Cc2ccc(O)cc2)NC1=O (stereo not drawn) | 13 | 21 | 0.6 | -11 | -0.5 | 0 | 2 | 9 | -5
CC1(C)CCc2cc(-c3ccnc(=S)[nH]3)ccc2O1 | 0 | 3 | 2.0 | 0 | -0.3 | 20 | -9 | 5 | -2
Cc1ccc(C(=O)Nc2ccccc2N2CCCCC2)cc1 | 9 | -4 | 0.1 | -1 | -0.8 | -7 | 2 | 20 | 12
